NCI-60 one-dose screen, 48 h, at 10 µM unless noted. Numbers give growth in % (100 = growth as untreated, 0 = no growth, -100 = all killed).
OVCAR-3: OVCAR-3 ovarian cancer | 79,000 tested, 7% active
NCI-H460: NCI-H460 lung cancer | 82,000 tested, 6.8% active
NCI-H522: NCI-H522 lung cancer. 78,000 tested, 8% active
NCI-H23: NCI-H23 lung cancer. 80,000 tested, 4% active. AID 1794731
OVCAR-8: OVCAR-8 ovarian cancer; 81,000 tested, 4.4% active; AID 1794782
OVCAR-5: OVCAR-5 ovarian cancer | 82,000 tested, 2.9% active | AID 1794783
NCI-H226: NCI-H226 lung cancer | 79,000 tested, 3.5% active | AID 1794732
NCI/ADR-RES: NCI/ADR-RES ovarian cells; 81,000 tested, 4.4% active; AID 1794790
NCI-H322M: NCI-H322M lung cancer; 80,000 tested, 2.7% active; AID 1794733
An asterisk follows results filed as active; / = not tested or not shown; & = joins results of further samples. Rule for the calls: active = growth percent below 10; inactive = the rest.

no.	smiles	OVCAR-3	NCI/ADR-RES	NCI-H322M	OVCAR-5	NCI-H226
1	COc1cc(/C=C/C(=O)c2cc(-c3ccc(F)cc3)ccc2O)cc(OC)c1OC	82	72	94	98	83
2	CC1(N)CCC(C(C)(C)N)CC1 (centres undefined)	166	98	99	96	98
3	O=C(O)/C=C\c1ccc(OCc2ccccc2)cc1	102	101	/	102	90
4	Cc1nn(CC(=O)O)c2c1C(=O)CC(C)(C)C2	110	99	115	91	94
5	Nc1[nH]c(=O)[nH]c(=O)c1N=Nc1ccc(S(=O)(=O)Nc2ccccn2)cc1	114	105	84	102	99
6	C=C(C)[C@@H]1CC[C@]2(C(N)=O)CC[C@]3(C)[C@H](CC[C@@H]4[C@@](C)(CCC#N)[C@H](C(=C)C)CC[C@]43C)[C@@H]12	84	89	81	89	86
7	Cc1cc(C)cc([N+](=O)[O-])c1	114	105	109	99	106
8	COc1cc2ccnc3c2c(c1OC)-c1ccncc1-3	119	110	81	95	91
9	CN1C(=O)/C(=c2\sc3n(c2=O)C2C(NN=3)N(C)C(=O)N2C)c2ccccc21 (centres undefined)	96	97	100	109	89
10	COc1ccc2oc(=O)cc(COc3ccc(OCc4ccccc4)cc3)c2c1	105	96	105	99	93
11	CS(N)(=O)=O	115	110	108	107	93
12	CCCCCCCCCCCCCCCCCC1=NC(C)(CO)CO1 (centres undefined)	95	86	90	90	91
13	CC(=O)c1c(C)[nH]c2c1c(-c1ccccc1)nc1ccccc12	93	94	84	91	77
14	O=C(O)CCC(=O)OC[C@@H](NC(=O)C(Cl)Cl)[C@H](O)c1ccc([N+](=O)[O-])cc1	121	101	99	94	89
15	Nc1nc(-c2ccc(F)cc2)cc(-c2ccc(OCc3nc4ccccc4[nH]3)cc2)n1	92	69	100	103	73

no.	NCI-H460	OVCAR-8	NCI-H23	NCI-H522
1	81	67	56	59
2	100	115	100	103
3	106	100	97	92
4	107	104	/	97
5	112	99	101	93
6	80	72	83	71
7	110	108	102	/
8	103	102	111	/
9	102	97	98	86
10	106	87	94	82
11	104	96	105	111
12	103	98	98	/
13	93	87	96	72
14	111	94	98	92
15	95	85	56	77

(list continues)
no.	smiles	OVCAR-3	NCI/ADR-RES	NCI-H322M	OVCAR-5	NCI-H226
16	CC(C)(C)c1ccc(Cn2cc(CSc3nc4ccccc4s3)nn2)cc1	107	93	86	94	83
17	CCOC(=O)c1[nH]c(C)nc1/N=N/N(C)C	112	109	113	105	96
18	CCCCCCCCn1ccc2cc(NC(=O)Cn3cc(-c4ccc(C)cc4)nn3)ccc21	90	86	85	98	84
19	CCCn1c(NC(=O)c2cccc(C(N)=O)c2)nc2ccccc21	104&107	102&101	101&98	94&103	111
20	O=c1[nH]c(=S)[nH]c(=O)n1-c1ccc2c(c1)OCO2	103	105	111	107	112
21	CCOC(=O)Cc1cc(Br)c(OC/C=C(/C)CC/C=C(/C)CCC=C(C)C)c(Br)c1	109	102	103	102	95
22	CSc1nc2ccccc2s1	111	112	133	109	105
23	CCN(CC)CCCCCNc1cc(OC(C)=O)cc2cccnc12	42	94	83	105	97
24	CCOC(=O)Nc1ccc(-n2cnc3cc(-c4ccc(O)cc4)ccc32)cc1	99	95	97	110	104
25	COc1cc(C2SCC(=O)N2NC(=O)c2ccc(NC(=O)c3ccccn3)cc2)cc(OC)c1OC (centres undefined)	105	104	99	100	86
26	COc1cccc(CN2C(=O)OC(C)(COC(C)=O)C2=O)c1OC (centres undefined)	106	106	100	102	98
27	CNC(=O)C(=O)NC	113	117	110	91	107
28	CCn1cc(C(=O)NNC(=O)Nc2c(C)cccc2Cl)c(=O)c2ccc(C)nc21	104	104	92	108	97
29	COc1cc2nnn3c4ncccc4c(N=O)c3c2cc1OC	120	45	79	102	97
30	CC(=O)Cc1ccccn1	105	108	110	110	98

no.	NCI-H460	OVCAR-8	NCI-H23	NCI-H522
16	103	92	90	84
17	104	105	112	/
18	83	83	96	72
19	89&96	111&103	87&95	90&75
20	107	109	101	95
21	102	92	81	76
22	115	105	108	/
23	88	84	64	73
24	101	96	99	68
25	109	97	100	86
26	110	101	103	89
27	110	110	108	100
28	99	99	97	83
29	85	14	112	-34*
30	105	110	104	92

Additional entries follow.
no.	smiles	OVCAR-3	NCI/ADR-RES	NCI-H322M	OVCAR-5	NCI-H226
31	O=C1/C(=C/c2ccc(O)cc2)COc2ccc(O)c(O)c21	-9.0*	27	79	44	/
32	CCOC(=O)N1C(=O)NC(=O)C1c1ccc(OC)cc1 (centres undefined)	108	99	129	105	102
33	Cc1ccc(C2NC(=S)NC=C2C(=O)c2cc3ccccc3oc2=O)cc1 (centres undefined)	108	101	103	106	85
34	Nc1ccc2c(c1)C(=O)c1ccc(Cl)cc1-2	107	105	98	111	100
35	COC(=O)[C@H]1Cc2c([nH]c3ccccc23)[C@H](c2cccs2)N1	114	103	98	97	98
36	N#Cc1ccc(NC(=O)NN2CCCCCC2)cc1	112&118	104&104	128&106	117&102	106&116
37	Cc1c(Cc2ccccc2)c(=O)oc2c(C)c(OCc3nnc4n3C(=O)c3ccccc3-4)ccc12	105	106	90	114	88
38	O=c1[nH]c2ccc(Cl)cc2cc1CSc1ccc(Nc2nccc(-c3ccc(C(F)(F)F)cc3)n2)cc1	105	102	96	98	98
39	O=c1/c(=C/Nc2ccc(Cl)cc2)sc2ncnn12	111	98	82	106	104
40	N#C/C(=C\c1ccc2ccccc2n1)c1cc2ccccc2[nH]1	100	84	89	89	99
41	COc1ccc(C2C3N=C4N(NC(=O)N4c4ccccc4)C3=Nc3nc(-c4ccc(Cl)cc4)nn32)cc1 (centres undefined)	99	103	100	113	89
42	OCC(O)C(O)C(O)c1nc2ccccc2s1 (centres undefined)	110	112	106	124	104
43	COC(=O)c1ccc(C(C)C)cc1	103	103	96	103	/
44	C[C@@H]1O[C@H](/C=C\c2ccc(F)cc2)[C@@H](O)[C@H]1O	118	109	104	112	98
45	COc1ccccc1N1CCN(C(=O)c2ccc(Cc3n[nH]c(=O)c4cccnc34)cc2)CC1	104	94	/	94	80

no.	NCI-H460	OVCAR-8	NCI-H23	NCI-H522
31	8.7*	18	36	-48*
32	118	105	104	107
33	105	106	94	89
34	112	98	114	88
35	104	104	101	79
36	103	96&105	101&99	94&110
37	101	97	95	88
38	94	94	97	98
39	103	107	95	68
40	95	97	79	84
41	100	98	96	93
42	112	103	103	101
43	114	106	100	79
44	107	109	101	96
45	100	101	92	95

Continuation.
no.	smiles	OVCAR-3	NCI/ADR-RES	NCI-H322M	OVCAR-5	NCI-H226
46	O=C(Nc1ccccc1)Nc1ncnc2c1ncn2-c1ccncc1	103	102	96	107	93
47	COC(=O)C1C(=O)C(C(=O)OC)C(C)N(C)C1C (centres undefined)	109	101	104	111	95
48	O=c1oc(-c2ccccc2)c(-c2ccccc2)c2ccccc12	108&108	100&101	87&106	106&101	100
49	c1ccc2c3c([nH]c2c1)CCCC3	114	106	111	94	86
50	CCCCC(NC(=O)c1cccc(N2C(=O)/C(=C/c3cccc(F)c3)SC2=S)c1)C(=O)O (centres undefined)	110	101	103	98	97
51	C=CCc1c(O)c(C(=O)/C=C/c2ccc(OC)cc2)c(OC)c2ccoc12	68	47	110	103	48
52	CC(=O)OCCCc1ccccc1	110	108	113	100	101
53	O=C(Cc1ccc(F)c(Cl)c1)Nc1cc(C2CC2(F)F)nn1CC1CCCCC1 (centres undefined)	109	103	97	103	103
54	CC(=O)OCCN(CCOC(C)=O)CCOC(C)=O	107	105	105	98	100
55	O=C(CCCCCSc1nc(-c2ccccc2)cc(-c2ccc(Cl)cc2)n1)NO	101	91	96	99	91
56	CCC(=O)N1N=C(c2ccc(-n3ccc(C(F)(F)F)n3)cc2)CC1c1ccc[nH]1 (centres undefined)	105	94	90	91	105
57	NC(=O)CC1(O)C=C(Br)C(=O)C(Br)=C1	-9.9*	/	113	70	-58*
58	O=C(CSc1nc2ccccc2c(=O)[nH]1)NCCN1CCCCC1	105	102	95	94	96
59	CC1(c2ccccc2)OC(=O)c2ccccc21 (centres undefined)	103	99	101	105	100
60	CC(=O)N(C)c1ccc(Nc2cc(S(=O)(=O)O)c(N)c3c2C(=O)c2ccccc2C3=O)cc1	125	113	86	103	90

no.	NCI-H460	OVCAR-8	NCI-H23	NCI-H522
46	100	108	90	94
47	107	96	108	87
48	113&98	107&100	101&96	100&94
49	116	97	98	85
50	101	102	98	96
51	57	54	68	51
52	111	97	99	90
53	105	99	101	101
54	103	100	100	99
55	105	90	90	72
56	102	100	96	73
57	104	96	57	-50*
58	104	98	/	91
59	106	100	100	85
60	110	106	108	90

From no. 44 as far as 60, as listed above:
no.	smiles	OVCAR-3	NCI/ADR-RES	NCI-H322M	OVCAR-5	NCI-H226
44	C[C@@H]1O[C@H](/C=C\c2ccc(F)cc2)[C@@H](O)[C@H]1O	118	109	104	112	98
45	COc1ccccc1N1CCN(C(=O)c2ccc(Cc3n[nH]c(=O)c4cccnc34)cc2)CC1	104	94	/	94	80
46	O=C(Nc1ccccc1)Nc1ncnc2c1ncn2-c1ccncc1	103	102	96	107	93
47	COC(=O)C1C(=O)C(C(=O)OC)C(C)N(C)C1C (centres undefined)	109	101	104	111	95
48	O=c1oc(-c2ccccc2)c(-c2ccccc2)c2ccccc12	108&108	100&101	87&106	106&101	100
49	c1ccc2c3c([nH]c2c1)CCCC3	114	106	111	94	86
50	CCCCC(NC(=O)c1cccc(N2C(=O)/C(=C/c3cccc(F)c3)SC2=S)c1)C(=O)O (centres undefined)	110	101	103	98	97
51	C=CCc1c(O)c(C(=O)/C=C/c2ccc(OC)cc2)c(OC)c2ccoc12	68	47	110	103	48
52	CC(=O)OCCCc1ccccc1	110	108	113	100	101
53	O=C(Cc1ccc(F)c(Cl)c1)Nc1cc(C2CC2(F)F)nn1CC1CCCCC1 (centres undefined)	109	103	97	103	103
54	CC(=O)OCCN(CCOC(C)=O)CCOC(C)=O	107	105	105	98	100
55	O=C(CCCCCSc1nc(-c2ccccc2)cc(-c2ccc(Cl)cc2)n1)NO	101	91	96	99	91
56	CCC(=O)N1N=C(c2ccc(-n3ccc(C(F)(F)F)n3)cc2)CC1c1ccc[nH]1 (centres undefined)	105	94	90	91	105
57	NC(=O)CC1(O)C=C(Br)C(=O)C(Br)=C1	-9.9*	/	113	70	-58*
58	O=C(CSc1nc2ccccc2c(=O)[nH]1)NCCN1CCCCC1	105	102	95	94	96
59	CC1(c2ccccc2)OC(=O)c2ccccc21 (centres undefined)	103	99	101	105	100
60	CC(=O)N(C)c1ccc(Nc2cc(S(=O)(=O)O)c(N)c3c2C(=O)c2ccccc2C3=O)cc1	125	113	86	103	90

no.	NCI-H460	OVCAR-8	NCI-H23	NCI-H522
44	107	109	101	96
45	100	101	92	95
46	100	108	90	94
47	107	96	108	87
48	113&98	107&100	101&96	100&94
49	116	97	98	85
50	101	102	98	96
51	57	54	68	51
52	111	97	99	90
53	105	99	101	101
54	103	100	100	99
55	105	90	90	72
56	102	100	96	73
57	104	96	57	-50*
58	104	98	/	91
59	106	100	100	85
60	110	106	108	90

Next section.
no.	smiles	OVCAR-3	NCI/ADR-RES	NCI-H322M	OVCAR-5	NCI-H226
61	Cc1ccc(O)c(Cc2ccccc2Cl)c1	95	91	97	88	98
62	Cc1ccc(/C=C2\CN(Cc3cn(CCNc4ccnc5cc(Cl)ccc45)nn3)C/C(=C\c3ccc(C)cc3)C2=O)cc1	-51*	9.2*	5.6*	-11*	-67*
63	CC(=O)OCCCCN1C=C/C(=C\C(=O)n2ccc3ccccc32)c2ccccc21	100	109	99	102	88
64	CCOC(=O)/C(=C\c1ccc2ccccc2c1)P(=O)(OCC)OCC	27	10	70	57	56
65	C=Cc1cc[n+](CCCCCCCCCCCC)cc1	110	106	114	108	103
66	O=C(NNc1ccc(Cl)cc1)c1ccc(Cc2n[nH]c(=O)c3cccnc23)cc1	108	105	/	97	97
67	O=C1Nc2ccccc2/C1=N/c1nc(-c2ccc(Cl)cc2)cs1	65	89	93	99	64
68	Cc1cnc(C(=O)Nc2nc3ccc(S(=O)(=O)Nc4ccc(C5(C(F)(F)F)CC5)cc4)cc3[nH]2)cn1	-19*	16	34	39	13
69	CN(C)Cc1ccccc1[N+](=O)[O-]	106	115	94	102	96
70	Cn1c([N+](=O)[O-])cnc1/C=C1\Oc2ccc(Br)cc2C1=O	-37*	6.7*	-10*	-19*	-38*
71	CC(C)c1cc(C(C)C)c(S(=O)(=O)n2cc(C=O)c3ccccc32)c(C(C)C)c1	/	89	102	102	82

no.	NCI-H460	OVCAR-8	NCI-H23	NCI-H522
61	104	92	96	73
62	-51*	8.8*	-27*	-49*
63	102	102	96	99
64	20	20	41	-32*
65	98	112	102	110
66	102	100	94	91
67	68	55	75	50
68	1.0*	26	34	16
69	104	95	102	91
70	-35*	-11*	-9.7*	-49*
71	97	90	95	91

Compounds as they come. About 11% of those tested had a hit in this group.
